Screening data (PubChem)
FAS TE block – FAS thioesterase domain inhibitors, primary screen, biochemical, fluorescence intensity, uHTS. inhibition, % at 15 µM. 360,000 tested, 0.67% active. Fatty acid synthase (Homo sapiens), P49327. recombinant FAS-TE, OMFH fluorogenic substrate, fluorescence endpoint;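 active means compounds whose normalised, plate-corrected inhibition of enzyme fluorescence in the single-dose primary screen is 50% or more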;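 further: 0% = DMSO with enzyme and 100% = substrate without enzyme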
Target sequence (P49327 whole entry, looked up, the tested form may be a part): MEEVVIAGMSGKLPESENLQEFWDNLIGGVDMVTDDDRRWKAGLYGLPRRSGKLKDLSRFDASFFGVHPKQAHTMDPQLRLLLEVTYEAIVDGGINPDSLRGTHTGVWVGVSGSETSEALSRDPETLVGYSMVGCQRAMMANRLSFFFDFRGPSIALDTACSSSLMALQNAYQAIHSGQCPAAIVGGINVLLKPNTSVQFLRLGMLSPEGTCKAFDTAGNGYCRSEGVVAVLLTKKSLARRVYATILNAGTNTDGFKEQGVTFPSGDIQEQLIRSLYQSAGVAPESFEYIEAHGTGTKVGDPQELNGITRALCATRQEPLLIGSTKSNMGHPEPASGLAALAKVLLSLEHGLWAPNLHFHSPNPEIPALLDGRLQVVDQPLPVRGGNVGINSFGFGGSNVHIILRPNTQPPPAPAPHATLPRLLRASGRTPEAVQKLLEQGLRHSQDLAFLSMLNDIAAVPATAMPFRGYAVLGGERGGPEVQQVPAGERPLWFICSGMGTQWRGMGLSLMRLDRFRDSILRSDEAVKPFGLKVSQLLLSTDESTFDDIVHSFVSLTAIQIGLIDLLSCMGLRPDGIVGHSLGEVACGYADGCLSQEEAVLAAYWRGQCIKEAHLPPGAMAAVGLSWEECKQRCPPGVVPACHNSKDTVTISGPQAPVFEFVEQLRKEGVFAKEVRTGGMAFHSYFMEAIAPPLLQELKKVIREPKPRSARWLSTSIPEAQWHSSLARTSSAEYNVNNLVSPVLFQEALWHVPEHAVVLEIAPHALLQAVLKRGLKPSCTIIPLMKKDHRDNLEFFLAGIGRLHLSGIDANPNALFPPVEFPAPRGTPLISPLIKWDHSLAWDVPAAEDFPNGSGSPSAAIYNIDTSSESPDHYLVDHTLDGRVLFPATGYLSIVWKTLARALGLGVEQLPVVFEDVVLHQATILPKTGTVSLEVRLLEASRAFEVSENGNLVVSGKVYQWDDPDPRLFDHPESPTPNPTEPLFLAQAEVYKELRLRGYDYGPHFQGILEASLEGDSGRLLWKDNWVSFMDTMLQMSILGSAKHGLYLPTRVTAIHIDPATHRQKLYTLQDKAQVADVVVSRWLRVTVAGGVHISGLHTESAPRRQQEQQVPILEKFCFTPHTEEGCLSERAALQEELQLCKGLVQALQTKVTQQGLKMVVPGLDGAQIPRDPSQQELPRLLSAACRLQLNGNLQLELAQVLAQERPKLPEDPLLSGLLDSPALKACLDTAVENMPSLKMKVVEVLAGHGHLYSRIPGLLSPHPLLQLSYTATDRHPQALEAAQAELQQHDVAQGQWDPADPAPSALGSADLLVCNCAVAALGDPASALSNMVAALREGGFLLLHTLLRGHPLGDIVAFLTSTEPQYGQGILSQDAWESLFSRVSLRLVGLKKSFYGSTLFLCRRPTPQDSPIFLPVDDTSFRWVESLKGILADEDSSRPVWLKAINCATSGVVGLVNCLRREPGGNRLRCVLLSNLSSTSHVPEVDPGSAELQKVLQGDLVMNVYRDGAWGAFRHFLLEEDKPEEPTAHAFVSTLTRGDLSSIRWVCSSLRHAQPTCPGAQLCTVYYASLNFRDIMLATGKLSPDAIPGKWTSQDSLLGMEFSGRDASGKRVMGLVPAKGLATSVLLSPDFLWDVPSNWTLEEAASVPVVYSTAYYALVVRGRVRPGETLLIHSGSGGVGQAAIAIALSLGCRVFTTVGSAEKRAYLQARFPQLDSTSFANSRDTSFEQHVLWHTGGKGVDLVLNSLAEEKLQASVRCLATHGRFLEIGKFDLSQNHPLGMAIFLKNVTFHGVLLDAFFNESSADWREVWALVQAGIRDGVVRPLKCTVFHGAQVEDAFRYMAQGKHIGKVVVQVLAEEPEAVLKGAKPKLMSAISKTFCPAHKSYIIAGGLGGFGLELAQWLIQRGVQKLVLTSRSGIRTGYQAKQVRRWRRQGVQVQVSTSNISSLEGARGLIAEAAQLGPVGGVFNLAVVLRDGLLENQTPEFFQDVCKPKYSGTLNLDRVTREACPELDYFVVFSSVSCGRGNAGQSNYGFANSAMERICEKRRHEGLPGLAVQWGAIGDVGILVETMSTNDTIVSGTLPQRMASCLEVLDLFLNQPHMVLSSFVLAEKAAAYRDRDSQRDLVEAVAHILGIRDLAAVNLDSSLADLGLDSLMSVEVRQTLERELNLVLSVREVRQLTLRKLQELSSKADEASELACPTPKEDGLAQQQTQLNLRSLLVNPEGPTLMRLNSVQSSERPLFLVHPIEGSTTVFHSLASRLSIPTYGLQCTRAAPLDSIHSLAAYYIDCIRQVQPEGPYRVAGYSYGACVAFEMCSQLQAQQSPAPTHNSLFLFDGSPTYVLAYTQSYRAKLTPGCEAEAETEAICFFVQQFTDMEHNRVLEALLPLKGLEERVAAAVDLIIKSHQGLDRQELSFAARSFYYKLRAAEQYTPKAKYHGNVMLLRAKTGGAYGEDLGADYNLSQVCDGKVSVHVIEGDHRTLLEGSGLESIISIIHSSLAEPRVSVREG
Neddylation inh – inhibitors of cullin neddylation, primary screen, biochemical, TR-FRET, uHTS, NAE and Ubc12. NEDD8-conjugating enzyme Ubc12 (Homo sapiens) + NEDD8-activating enzyme E1 regulatory …. calls only at 25 µM. 360,000 tested, 0.58% active. AID 651699, 2012; in the data active means inhibition above about 36%
MsrA inhibitor – bovine MsrA enzyme inhibitors, primary screen, biochemical, absorbance, HTS. Methionine sulfoxide reductase A (Bos taurus). purified bovine MsrA, absorbance read-out. inhibition, % at 15.5 µM. 360,000 tested, 0.75% active; in the data active means inhibition above about 4.5%;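 further: 0% = vehicle wells with enzyme and 100% = reference inhibitor wells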
Rin1 Abl inh – inhibitors of Rin1-Abl protein binding, primary screen, biochemical, TR-FRET | 360,000 tested, 0.4% active | AID 588664, 2011 | inhibition, % at 7.35 µM | Tyrosine-protein kinase ABL1 (Homo sapiens) + Ras and Rab interactor 1 (Homo sapiens), …; in the data active means inhibition above about 5%, passing the limit was not always enough
MLLE-PAM2 inh – inhibitors of PABP1 MLLE–PAM2 peptide binding, primary screen, biochemical, fluorescence polarization, FITC-PAM2, GST-MLLE | AID 588489, 2011 | 360,000 tested, 0.36% active | inhibition, % at 20 µM | Polyadenylate-binding protein 1 (Homo sapiens), P11940; in the data active means inhibition above about 35%, passing the limit was not always enough;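 further: plate controls were DMSO wells with GST-MLLE for no effect and wells lacking GST-MLLE protein for full effect; some results filed as inactive read as strong as hits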
Tb MetRS inh – T. brucei MetRS inhibitors, primary screen, biochemical, luminescence; purified T. brucei MetRS, ATP depletion, Kinase-Glo luminescence; inhibition, % at 11.9 µM; 360,000 tested, 0.4% active; AID 624268, 2012;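 active means inhibition above a per-plate cutoff of the control wells' mean inhibition plus 3 SD, cut at about 5.5% in these data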;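 further: 0% = DMSO wells median and 100% = median of wells with control inhibitor compound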
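Measured by: Kinase-Glo luciferase luminescence reporting remaining unconsumed ATP. Material: purified T. brucei MetRS enzyme. Doses: 11.9 µM compound single dose, 0.9% DMSO. Medium: HEPES buffer containing pyrophosphatase, BSA, spermine, DTT. Times: 15 min preincubation, 2 h reaction, all 25 °C. Reagent: methionine, ATP and bulk E. coli tRNA.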
CSN deneddyl inh – inhibitors of CSN-mediated cullin deneddylation, primary screen, biochemical, fluorescence polarization, uHTS; COP9 signalosome complex subunit 5 (Homo sapiens), Q92905; Purified CSN, SCF-Nedd8-OG deneddylation; inhibition, % at 12.5 µM; 360,000 tested, 0.38% active; AID 651999, 2013;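 active means pattern-corrected inhibition above about 35%, with an unprinted fluorescence ratio check between 0.5 and 1.5, limit read from the data, passing the limit was not always enough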;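 further: 0% = enzyme with substrate and 100% = substrate without enzyme; some results filed as inactive read as strong as hits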
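Assay system: Purified human Csn5 enzyme expressed in HEK293T cells | Amount: Enzyme 0.24 nM | Measured by: Fluorescence polarization readout | Medium: Tris/NaCl/DTT buffer, pH 7.5 | Compound dosing: One concentration, 12.5 µM, 0.25% DMSO | Times: 90 min incubation of compound, enzyme and substrate at room temperature | Control set: no-enzyme wells high, enzyme-with-substrate wells low | Read-out: % inhibition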
bovine MsrA act – bovine MsrA enzyme activators, primary screen, biochemical, absorbance, HTS | Methionine sulfoxide reductase A (Bos taurus) | purified bovine MsrA, absorbance read-out | activation, % at 10.6 µM | 360,000 tested, 0.3% active | AID 602163, 2012; in the data active means activation above about 7.5%;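 further: 0% = vehicle and 100% = reference activator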
E coli Lon inh – inhibitors of E. coli Lon protease, primary screen, biochemical, fluorescence polarization. purified E. coli Lon protease. inhibition, % at 7.94 µM. 360,000 tested, 0.42% active; in the data active means inhibition above about 13%, passing the limit was not always enough;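 further: 0% = enzyme with probe and DMSO and 100% = no enzyme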
Active calls of the source: *; i = inactive; nt = no result given.

SMILES	FAS TE block	Neddylation inh	MsrA inhibitor	Rin1 Abl inh	MLLE-PAM2 inh	Tb MetRS inh	CSN deneddyl inh	bovine MsrA act	E coli Lon inh
CCCC(=O)Nc1ccc(NC(=O)c2ccccc2F)cn1	-2.7	i	1.1	5.1	-4.8	-0.5	1.6	-1.8	3.6
CCOC(=O)C1=C(COC(=O)c2ccc(Br)o2)NC(=O)NC1C (centres undefined)	-5.9	i	-0.1	-3.2	-7.1	-0.4	-0.3	-1.8	-5.3
O=C(NCc1ccccn1)c1cc2c(ccc3ccccc32)oc1=O	-7.5	nt	1.6	-3.0	15.6	-1.1	2.0	-7.9	2.4
CCn1c(/C=C/c2ccccc2)nc2ccccc2c1=O	5.3	i	1.2	-1.3	4.1	-1.3	1.2	-7.8	1.1
O=C(NN1C(=O)/C(=C\c2cccnc2)SC1=S)c1ccco1	-6.8	i	0.6	-0.3	15.9	-0.4	4.3	-4.7	-6.3
OCC1(Cc2ccccc2F)CCCN(CCc2ccccc2)C1 (centres undefined)	-1.6	i	1.4	4.2	0.0	-0.8	1.1	-3.2	-3.8
O=C(CN1C(=O)NC2(CCCCCC2)C1=O)c1ccc(F)cc1	-2.2	i	1.2	-4.2	-10.0	-0.2	-1.0	-0.5	0.2
CC1CCCC(NC(=O)COC(=O)CSc2ccc3ccccc3c2)C1C (centres undefined)	2.2	i	0.4	2.1	9.3	-0.1	3.1	-0.3	-1.2
COc1ccccc1N/C(N)=N/c1nc(C(F)(F)F)cc(=O)[nH]1	-11.7	i	0.5	2.0	-7.3	-0.4	-1.1	1.9	-13.2
Cc1nc2ncnn2c(N2CCC(C(=O)NC3CCCC3)CC2)c1Cc1ccccc1	2.2	i	0.2	-1.8	-1.9	-0.3	-2.7	-2.1	-9.9
OCCN1CCN(c2ncnc3ccc(Br)cc23)CC1	-7.5	i	2.0	0.1	12.7	-0.5	-0.4	-9.5	1.4
CCOc1ccccc1/C=N/N1CCN(Cc2ccccc2)CC1	5.5	i	-0.2	-3.1	10.2	-1.3	1.8	-9.2	4.5
CCCCn1c(SCCN2CCCCC2)nc2c1c(=O)n(C)c(=O)n2C	-4.9	i	0.2	2.3	6.5	1.2	1.4	-6.2	-7.9
COc1ccc(N2CCN(C(=O)c3c(C)nn(-c4ccccc4)c3C)CC2)cc1	-3.5	i	0.7	1.7	9.6	-0.6	0.3	-5.4	1.6
CCOc1ccc(N(C(C)C(=O)Nc2cccnc2)S(C)(=O)=O)cc1 (centres undefined)	-3.1	i	1.4	0.0	-1.6	-0.1	-3.7	0.0	-3.2
Cc1ccc(CC2C(=O)N(c3ncccn3)C(=O)C2C)cc1 (centres undefined)	-6.6	i	0.1	-2.2	-3.4	-0.6	-1.0	20.3*	-6.6
CC(C)=CC(=O)Nc1nnc(C(C)C)s1	-9.3	i	0.8	1.3	-10.4	-0.5	0.8	-2.8	-5.8
Cc1ccccc1-c1cc2nc(NCc3ccc(N(C)C)cc3)n(C)c(=O)c2s1	17.0	i	1.1	-0.7	-9.9	-0.2	5.5	-2.4	-9.1
NC1=NS(=O)(=O)NC1c1ccc(Cl)cc1 (centres undefined)	-9.5	i	-0.9	6.6	-10.6	-0.9	-3.9	-10.6	-0.5
COc1ccc(NC(=O)C[C@H]2C(=O)N(Cc3cccnc3)C[C@@H]2Cc2ccccc2)cc1	-2.7	i	0.3	0.4	7.4	0.7	-1.8	-7.1	0.2
O=C(Cn1cncn1)NCc1cccc(C(F)(F)F)c1	-2.9	i	1.5	-0.7	-16.3	-0.2	-4.3	-2.9	-8.3
Clc1cccc2c3c([nH]c12)CCNC3	-5.8	i	0.4	0.9	12.6	-1.1	-5.7	-1.0	-12.6
CCCC(=O)N1CCN(c2ccc(NC(=O)c3ccc([N+](=O)[O-])o3)cc2)CC1	12.8	i	2.1	-12.5	-3.3	-1.3	-7.3	-7.0	9.2
CC(O)c1cccc(NC(=O)CC(c2ccccc2)c2ccccc2)c1 (centres undefined)	2.3	i	-0.4	1.3	8.2	0.8	-4.6	-0.2	-9.0
COC(=O)CNc1cccc(C(F)(F)F)c1	-0.6	i	0.4	-0.9	2.8	-0.7	1.4	-2.8	6.6
COc1ccccc1C(=O)N/C(=C\c1ccccc1)C(=O)NC(C)C(=O)O (centres undefined)	-6.3	i	-1.3	-1.1	10.1	-0.3	8.1	-4.7	-4.3
COCCN(C(=O)CSc1nnc(-c2ccccc2F)n1N)c1c(N)n(Cc2ccccc2)c(=O)[nH]c1=O	-1.1	i	-2.5	0.3	-31.9	-0.9	2.5	-10.9	4.6
CCN(CC)c1ccc(/C=C2/C(=O)c3ccc(C(=O)O)cc3C2=O)cc1	-11.5	i	0.1	-4.5	i	-0.6	90.4	-3.3	i
N/C(Cc1ccc([N+](=O)[O-])cc1)=N\OC(=O)C1CCCCC1	23.6	i	-0.6	-3.6	11.6	-0.5	10.6	-5.5	-9.9
N#Cc1cccnc1N1CCN(C(=O)c2ccc3c(c2)S(=O)(=O)c2ccccc2C3=O)CC1	36.3	i	-0.4	-2.1	13.0	-0.3	2.7	-2.0	-4.0

3 entries out of the list, arranged by SMILES length, high to low:
SMILES	FAS TE block	Neddylation inh	MsrA inhibitor	Rin1 Abl inh	MLLE-PAM2 inh	Tb MetRS inh	CSN deneddyl inh	bovine MsrA act	E coli Lon inh
Cc1ccccc1-c1cc2nc(NCc3ccc(N(C)C)cc3)n(C)c(=O)c2s1	17.0	i	1.1	-0.7	-9.9	-0.2	5.5	-2.4	-9.1
COc1ccccc1C(=O)N/C(=C\c1ccccc1)C(=O)NC(C)C(=O)O (centres undefined)	-6.3	i	-1.3	-1.1	10.1	-0.3	8.1	-4.7	-4.3
O=C(Cn1cncn1)NCc1cccc(C(F)(F)F)c1	-2.9	i	1.5	-0.7	-16.3	-0.2	-4.3	-2.9	-8.3

10 entries from above, set out differently:
SMILES,FAS TE block,Neddylation inh,MsrA inhibitor,Rin1 Abl inh,MLLE-PAM2 inh,Tb MetRS inh,CSN deneddyl inh,bovine MsrA act,E coli Lon inh
Cc1ccccc1-c1cc2nc(NCc3ccc(N(C)C)cc3)n(C)c(=O)c2s1,17.0,i,1.1,-0.7,-9.9,-0.2,5.5,-2.4,-9.1
NC1=NS(=O)(=O)NC1c1ccc(Cl)cc1 (centres undefined),-9.5,i,-0.9,6.6,-10.6,-0.9,-3.9,-10.6,-0.5
COc1ccc(NC(=O)C[C@H]2C(=O)N(Cc3cccnc3)C[C@@H]2Cc2ccccc2)cc1,-2.7,i,0.3,0.4,7.4,0.7,-1.8,-7.1,0.2
O=C(Cn1cncn1)NCc1cccc(C(F)(F)F)c1,-2.9,i,1.5,-0.7,-16.3,-0.2,-4.3,-2.9,-8.3
Clc1cccc2c3c([nH]c12)CCNC3,-5.8,i,0.4,0.9,12.6,-1.1,-5.7,-1.0,-12.6
CCCC(=O)N1CCN(c2ccc(NC(=O)c3ccc([N+](=O)[O-])o3)cc2)CC1,12.8,i,2.1,-12.5,-3.3,-1.3,-7.3,-7.0,9.2
CC(O)c1cccc(NC(=O)CC(c2ccccc2)c2ccccc2)c1 (centres undefined),2.3,i,-0.4,1.3,8.2,0.8,-4.6,-0.2,-9.0
COC(=O)CNc1cccc(C(F)(F)F)c1,-0.6,i,0.4,-0.9,2.8,-0.7,1.4,-2.8,6.6
COc1ccccc1C(=O)N/C(=C\c1ccccc1)C(=O)NC(C)C(=O)O (centres undefined),-6.3,i,-1.3,-1.1,10.1,-0.3,8.1,-4.7,-4.3
COCCN(C(=O)CSc1nnc(-c2ccccc2F)n1N)c1c(N)n(Cc2ccccc2)c(=O)[nH]c1=O,-1.1,i,-2.5,0.3,-31.9,-0.9,2.5,-10.9,4.6

Continuation:
SMILES	FAS TE block	Neddylation inh	MsrA inhibitor	Rin1 Abl inh	MLLE-PAM2 inh	Tb MetRS inh	CSN deneddyl inh	bovine MsrA act	E coli Lon inh
COc1ccc(NC(=O)C(c2ccc(C)cc2)N(C)C(=O)c2ccc(=O)[nH]c2)cc1 (centres undefined)	-8.3	i	0.7	-1.8	3.7	-0.6	-6.1	1.0	-4.3
O=[N+]([O-])c1ccc(N/N=C/c2cccc(O)c2O)cc1	31.9	i	1.6	2.0	-92.0	5.4	8.1	-3.1	-35.3
CCCNC(=O)C1(C)CCCN(C(=O)c2ccc(F)cc2Cl)C1 (centres undefined)	-6.9	i	-1.5	-0.7	-0.6	-0.4	-1.7	-0.5	-6.1
CC1(C)CCCN(Cc2c(O)ccc3c(=O)c(-c4nc5ccccc5s4)c(N)oc23)C1	-26.1	i	-1.2	2.4	-11.8	-0.5	-0.4	-0.6	-0.7
CC1=CC(C)(C)N(C(=O)c2ccccc2)c2ccc(C)cc21	17.8	i	0.4	-1.1	2.5	-1.8	4.1	-0.5	-5.9
CCOC(=O)c1cc(C)n(S(=O)(=O)c2ccc(C)cc2)c1C	16.9	i	0.0	1.4	4.9	-0.8	-5.3	-4.5	11.2
CC(NC(=O)Nc1ccc(Cl)cc1)c1ccccc1 (centres undefined)	6.2	i	0.8	3.2	-5.8	0.0	-4.9	-4.4	-3.3
O=C(COC(=O)c1n[nH]c2ccccc12)c1ccc(F)c(F)c1	4.3	i	-0.5	1.2	-6.2	-0.4	1.4	-3.7	-2.5
O=[N+]([O-])c1cc(S(=O)(=O)N2CCCCCC2)ccc1F	-1.1	i	-0.3	-0.7	0.9	0.3	-4.2	-2.2	2.0
O=C(C/C=N/OCc1ccc(Cl)cc1Cl)c1ccc(Cl)cc1	22.6	i	0.2	-0.2	8.5	-0.1	3.5	-4.1	-6.7
COc1ccc(C(=O)N2CCC(C(=O)Nc3ccc4c(c3)OCO4)CC2)cc1	-6.1	i	-0.4	3.1	-8.9	-0.1	0.5	-1.7	0.4
COc1cc(CNCCc2ccccc2)cc(Br)c1OCC(=O)Nc1ccccc1C	7.9	i	-0.8	1.3	-2.3	-0.4	-2.3	-0.9	-0.3
Cc1ccc(NC(=O)CN(C)CC(=O)Nc2ccc(F)c(Cl)c2)cc1	19.2	i	1.6	3.2	-73.0	0.1	14.1	-0.6	2.2
Cc1nc(NCCCn2ccnc2)c2ccccc2n1	-7.4	i	2.5	-1.1	-1.0	0.3	-2.3	-2.5	-13.3
Cc1nc2ccccn2c1C(=O)N/N=C/c1ccc(F)cc1	-7.8	i	2.3	-4.8	10.9	-1.0	1.1	-4.4	0.6
CC1(OC(=O)CCc2ccccc2)C(=O)C=C2C=C(c3ccc(C#N)cc3)N(C3CCCCC3)C=C2C1=O (centres undefined)	7.8	i	1.6	0.2	6.5	-0.1	-3.5	-2.7	-2.6
C[C@H](CO)N1C[C@H](C)[C@@H](CN(C)C(=O)Nc2ccc3c(c2)OCO3)Oc2c(NS(=O)(=O)c3ccccc3)cccc2C1=O	-2.3	i	-0.1	1.6	-5.3	-0.3	-1.2	-7.2	-6.3
CCCC(=O)Nc1c(C)n[nH]c1C	-9.9	i	0.3	-2.1	1.4	-0.6	0.7	-6.8	-3.1
